# Assay outcomes from PubChem BioAssay.
# Arrestin-AP2 inh = inhibitors of beta-arrestin/AP2 binding, primary screen, biochemical, GPCR trafficking, flow cytometry. beta-arrestin 1 C-terminal peptide binding to AP2 beta2-adaptin appendage (human). FITC-arrestin peptide / GST-AP2 beads; AP2 beta2 appendage carries R879A mutation. inhibition, % at 10 µM. actives 0.31% (n = 340,000). AID 504490, 2011;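 active = inhibition above a set limit, near 3 SD of compounds lacking own fluorescence, cut at about 54% in these data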;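 also: plate controls were DMSO wells for no effect and 5 µM unlabelled arrestin peptide for full effect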
#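 Assay system: GST-AP2 R879A bound to glutathione beads, E. coli-expressed; Medium: PBS with 0.05% Tween 20 and 0.1% BSA; Also added: fluorescein-tagged arrestin peptide at 50 nM final; Timing: 12 min plus 1 h, RT; Measured by: flow cytometry, FL1 (488/535 nm); Evaluation: percent drop in bead-associated FITC signal.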
# Cardiac RTF inh = cardiac RTF calcium sensitivity inhibitors, primary screen, biochemical, IANBD-TnC fluorescence, EC70 calcium; Troponin I, cardiac muscle (Homo sapiens) + Troponin T, cardiac muscle (Homo sapiens) + …; IANBD-labeled cardiac RTF, Ca2+ fluorescence; inhibition, % at 7.15 µM; actives 0.12% (n = 340,000);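 active = inhibition above the mean inhibition of all tested compounds plus 3 SD, cut at about 17% in these data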;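 also: assay run at fixed EC70 calcium of 1.6 mM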
# V-ATPase pH = regulators of yeast V-ATPase proton pumping, primary screen, pHLuorin cytosolic pH fluorescence | S. cerevisiae | response, % at 10 µM | actives 0.37% (n = 350,000); in the data active = response mostly above about 7.3%, no sharp cut-off; inactive = mostly below about 5.4%; also: actives read high; inactives centre near 0; some compounds called inactive have numbers as strong as hits
# Pemphigus Ab inh = inhibitors of pemphigus antibody binding to DSG3, primary screen, biochemical, bead-based, flow cytometry, scFv-GFP; Desmoglein-3 (Homo sapiens), P32926; DSG3-coupled beads, scFv-anti-DSG3-GFP binding; active compounds read low; binding (percent of control), % at 10 µM; actives 0.48% (n = 310,000);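 active = binding more than 3 SD below its plate's average and above zero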;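 also: hits lower antibody fragment binding to DSG3; some compounds called inactive have numbers as strong as hits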
# Keap1 Nrf2 FP = Keap1-Nrf2 protein-protein interaction inhibitors, primary screen, biochemical, fluorescence polarization, single point; Keap1 Kelch-Nrf2 peptide fluorescence polarization, 1536-well; Kelch-like ECH-associated protein 1 (Homo sapiens), Q14145; inhibition, % at 9.4 µM; actives 0.15% (n = 340,000); in the data active = inhibition above about 12%;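 also: human Keap1 Kelch domain with fluorescein labeled Nrf2 9mer peptide probe; 0% = neutral control wells and 100% = peptide positive control; higher means more block of Keap1 binding to Nrf2 peptide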
# CAL PDZ FP-1 = CAL PDZ peptide-binding inhibitors, primary screen, biochemical, fluorescence polarization, Cer-tagged CAL PDZ, HTS; actives 0.02% (n = 330,000); inhibition, % at 20 µM; AID 504414, 2011; purified CAL PDZ, TMR-peptide fluorescence polarization, 1 h;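 active = highest replicate inhibition of at least 40%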;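 also: plate controls were DMSO neutral control wells for no effect and unlabeled competitor peptide control wells for full effect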
#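 material = purified tagged CAL PDZ domain construct (CerCALP) | buffer or medium = sodium phosphate/NaCl buffer pH 7.4 with TCEP, IgG, Thesit | reagent = TMR-labelled reporter peptide T*-PRC34 bound in PDZ groove | incubation = 1 h room-temperature incubation prior to read | measured by = fluorescence polarization (mP) | evaluation = percent inhibition from loss of millipolarization | control set = unlabelled peptide and DMSO controls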
# CAL PDZ FP-2 = untagged CAL PDZ binding inhibitors, primary screen, biochemical, fluorescence polarization, HTS; actives 0.92% (n = 300,000); Golgi-associated PDZ and coiled-coil motif-containing protein (Homo sapiens), Q9HD26; purified CAL PDZ, TMR-peptide fluorescence polarization, 1 h; inhibition, % at 24.9 µM; AID 602252, 2012;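 active = mean inhibition of at least 30% with at least half of replicates also reaching 30%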;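 also: 0% = DMSO neutral control and 100% = excess unlabeled competitor peptide PRC23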
# DAGLB inhibitor = DAGLB lipase inhibitors, primary screen, biochemical, fluorescence, HTS; HEK293T DAGLB membrane lysate, EnzChek fluorogenic substrate; inhibition, % at 5.17 µM; actives 0.059% (n = 340,000); in the data active = inhibition above about 34%;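 also: 0% = enzyme with vehicle and 100% = wells lacking enzyme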
# Target sequence (Q8NCG7 whole entry, looked up): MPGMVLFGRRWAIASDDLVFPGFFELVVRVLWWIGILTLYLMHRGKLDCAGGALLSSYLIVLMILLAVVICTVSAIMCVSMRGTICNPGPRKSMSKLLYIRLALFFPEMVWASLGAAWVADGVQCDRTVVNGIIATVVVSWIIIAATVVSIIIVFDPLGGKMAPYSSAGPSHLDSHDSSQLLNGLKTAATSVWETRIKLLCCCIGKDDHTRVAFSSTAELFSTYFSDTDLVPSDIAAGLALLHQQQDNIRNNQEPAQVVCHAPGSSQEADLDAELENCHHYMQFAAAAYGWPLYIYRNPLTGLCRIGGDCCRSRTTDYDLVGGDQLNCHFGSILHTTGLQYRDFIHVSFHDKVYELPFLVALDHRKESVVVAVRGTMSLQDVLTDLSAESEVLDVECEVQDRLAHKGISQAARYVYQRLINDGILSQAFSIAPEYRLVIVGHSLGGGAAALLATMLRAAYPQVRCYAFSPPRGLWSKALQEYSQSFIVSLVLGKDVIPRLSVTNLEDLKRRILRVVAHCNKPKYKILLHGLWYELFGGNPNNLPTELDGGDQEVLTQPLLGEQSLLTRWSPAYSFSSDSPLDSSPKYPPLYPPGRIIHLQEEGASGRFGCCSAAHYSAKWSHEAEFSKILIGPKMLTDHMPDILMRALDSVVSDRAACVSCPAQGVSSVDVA
# NSD2 HMT inh = NSD2 histone methyltransferase inhibitors, primary screen, biochemical, AlphaScreen, single concentration, set 2 | actives 0.54% (n = 310,000) | NSD2 peptide methylation, 120 min | inhibition, % at 12.5 µM; in the data active = inhibition above about 50%
# LANA DNA inh = inhibitors of KSHV C-LANA binding to DNA, primary screen, biochemical, fluorescence polarization, FAM-LBS DNA, MBP-C-LANA, single point; actives 0.078% (n = 340,000); inhibition, % at 9 µM; AID 504423, 2011;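 active = highest replicate inhibition at or above 60% at 9 µM, even if other replicates fall short; inactive = all replicates below 60% inhibition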;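 also: 0% = neutral control wells and 100% = 4 µM acridine orange control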
# Active calls of the source: *; · = not tested or not shown; + = active, no number. An excerpt; rates above refer to the full screens.
Molecule	Arrestin-AP2 inh	Cardiac RTF inh	V-ATPase pH	Pemphigus Ab inh	Keap1 Nrf2 FP	CAL PDZ FP-1	CAL PDZ FP-2	DAGLB inhibitor	NSD2 HMT inh	LANA DNA inh
COc1ccc(Oc2cn[nH]c2-c2ccc(O)cc2O)cc1	19	-3	-1	116	2	·	-2	2	1	0.7
CC(C)CCNc1nc(N)c([N+](=O)[O-])c(NC2CCCCC2)n1	-20	-20	1	101	-5	0.7	1	1	-3	-1.5
CCO[C@@H]1OC(C(=O)NCc2ccccc2)=C[C@H](c2csc3ccccc23)[C@H]1CCCO	11	0	0	104	-3	-2.9	-5	0	·	0.8
Cc1ccn(C(=O)c2cc3cc(Cl)ccc3oc2=O)n1	-3	3	2	102	-4	-1.8	-2	-3	0	-2.0
CCCN(CCC)C(=O)c1c(NC(=O)CC)sc2c1CCCCC2	4	-4	0	·	-2	0.3	-1	0	3	-0.6
Cc1c(Cc2ccccc2)c(=O)oc2cc(OC(C)C(=O)NCC3CCC(C(=O)O)CC3)c(Cl)cc12 (stereo not given)	9	-6	7	·	4	-0.2	2	-1	·	-2.2
COc1cc(-c2[nH]ncc2CN2CCc3sccc3C2)cc(OC)c1OC	-5	-3	3	90	-2	-1.9	-1	0	-6	0.8
O=C(O)CC/C(=N/NC(=O)CNC(=O)Cc1ccc(Cl)cc1)c1ccccc1	15	-7	2	93	-6	-2.8	-4	1	·	-0.5
CC(=O)c1c(-c2ccccc2)[nH]c2ccccc12	-4	-2	1	105	0	-1.0	3	-2	-8	-2.6
c1ccc(-c2c(-c3ccccc3)n(Cc3ccco3)c3ncnc(NCCCn4ccnc4)c23)cc1	-7	-11	-2	105	-4	-1.2	-3	2	25	-0.3
CC1(NC(=S)Nc2ccccc2)CCS(=O)(=O)C1 (stereo not given)	8	·	0	107	·	·	·	·	0	·
C=CCC(C)(NCc1ccccc1)c1ccc(C)cc1 (stereo not given)	5	-30	5	·	0	-0.5	1	0	-7	0.1
O=C(OC1CCOC1=O)c1cccc(S(=O)(=O)N2CCc3ccccc3C2)c1 (stereo not given)	-3	2	4	115	-2	-1.0	-2	-1	-1	-0.2
CCc1nc(N)c(C#N)c(-c2ccccc2OC)c1C	4	-5	-8	·	0	-0.2	-4	-3	-2	-1.9
O=C(COC(=O)COc1ccc(Cl)cc1Cl)NC1CC1	-3	-4	-2	105	-3	-0.7	-8	2	-3	0.7
COc1ccc(-c2cc(C(=O)Nc3c(C)n(C)n(-c4ccccc4)c3=O)no2)cc1	15	-24	9	108	-2	-1.7	3	-3	7	1.5
O=C(CSc1ccc(C(F)(F)F)cc1[N+](=O)[O-])Nc1ccc2ccccc2c1	-3	-19	-2	104	-3	-0.1	-1	1	0	-0.3
CSC1=C(C#N)C(c2ccccc2Cl)C2=C(N1)c1ccccc1C2=O (stereo not given)	28	2	-2	·	-1	-0.8	-4	0	6	0.8
Cc1ccc(NC(=O)Cn2nc(C(=O)O)c3ccccc3c2=O)c([N+](=O)[O-])c1	-2	-10	0	·	-1	-1.0	-2	5	0	-0.5
CC(=O)Oc1ccc2ccccc2c1C(NC(=O)C(C)C)c1cccc([N+](=O)[O-])c1 (stereo not given)	9	-1	-6	100	8	-1.6	2	2	1	-1.0
COc1ccc2[nH]c(=O)c(CN(Cc3nnnn3Cc3ccc(F)cc3)CC3CCCO3)cc2c1 (stereo not given)	19	-7	-3	109	2	-0.8	-3	0	·	2.0
CCc1cc(=O)oc2c(C)c(OCC(=O)N3CCC[C@@H]3C(=O)O)ccc12	20	-1	-3	101	-3	0.3	-2	-4	·	1.6
COc1cc(/C=N/n2c(-c3ccccc3)n[nH]c2=S)cc(OC)c1O	13	-1	-1	101	-5	0.7	-1	2	3	0.9
Cc1cccc(NC(=O)N2C3CCCC2CC(NC(=O)C2CC2)C3)c1 (stereo not given)	7	-5	-4	96	2	-2.0	-6	0	-3	0.3
CC(Oc1ccc(Br)cc1)C(=O)Nc1ccc(S(=O)(=O)Nc2nccs2)cc1 (stereo not given)	-7	-7	1	105	4	-1.9	-2	6	5	2.8
O=C(CN1C(=O)NC2(CCOc3ccccc32)C1=O)Nc1ccc(F)c(F)c1F (stereo not given)	-3	-18	2	108	-7	0.1	-2	-2	0	1.0
O=C(CSc1nnc(NC(=O)C2CC2)s1)Nc1ccccc1C(F)(F)F	26	-3	0	·	-1	-2.3	-5	0	-9	0.9
CCn1c2ccccc2c2cc(NC(=O)C3CCN(S(=O)(=O)c4cccs4)CC3)ccc21	0	5	-4	93	0	-1.3	-2	2	·	-0.7
CCOC(=O)CNC(=O)CSc1cc(C)nc2ccc(OC)cc12	0	-3	0	96	-4	-0.1	0	-1	-9	-1.8
Cc1ccc2[nH]c(=O)c(C3=NN(C(=O)CCC(=O)O)C(c4cccs4)C3)c(-c3ccccc3)c2c1 (stereo not given)	4	12	8	87	-2	-3.9	-2	3	2	0.3
CCCCN(C(=O)COC(=O)c1ccccc1)c1c(N)n(CCC)c(=O)[nH]c1=O	54	-2	0	127	0	-0.3	-1	1	-1	8.5
CN(C)S(=O)(=O)c1cccc(C(=O)Nc2ccccc2C(=O)NC2CC2)c1	28	-2	2	113	-1	-1.3	-4	-2	-1	0.6
O=C(O)C(=O)Nc1ncn[nH]1	·	·	4	107	·	·	·	0	-1	·
Cc1nn(C)cc1/C=N/NC(=O)C1(O)c2ccccc2-c2ccccc21	-1	-19	0	106	1	-0.7	3	-1	-3	-1.3
CCC(C)(C(=O)NC1CCCCC1)N(Cc1cccs1)C(=O)Cc1cccs1 (stereo not given)	2	8	1	·	-2	-0.1	·	-3	0	0.4
CC(=O)Nc1cccc(C(=O)OCC(=O)NC(=O)Cc2ccccc2)c1	-5	9	-1	114	0	-3.0	·	-2	-2	-0.6
CC1(C)CCc2cc(S(=O)(=O)N3CCN(S(=O)(=O)c4c(F)cccc4F)CC3)ccc2O1	0	1	2	95	2	0.7	0	-2	·	1.4
Cc1ccc(-c2cn(-c3ccccc3)c(SCC(=O)NC3CCS(=O)(=O)C3)n2)cc1C (stereo not given)	10	6	-2	101	-1	-1.4	-1	2	4	-0.3
CC(=O)N1c2ccc(S(=O)(=O)NCCC(=O)N(C)C3CCCCC3)cc2CC1C (stereo not given)	-2	-5	-1	100	3	-2.3	-2	-1	-2	0.2
Cc1ccc(NC(=O)COC(=O)CCC(=O)c2cccs2)c(Br)c1	22	-2	0	·	2	-0.6	16	-4	-2	-1.4
CCCCNC(=O)CCn1c(=O)c2ccccc2n(CC(=O)NCCc2ccc(OC)c(OC)c2)c1=O	-4	-5	-2	92	-3	0.9	-4	-3	-2	-0.3
O=C1COc2ccc(C(=O)NCc3ccco3)cc2N1	-2	-20	2	84	-10	-1.6	0	-4	1	2.0
COc1ccccc1OCC(=O)N1CCCC(Nc2ccc(F)c(F)c2)C1 (stereo not given)	-16	-6	1	102	1	-0.6	+	-5	1	-0.9
Cc1sc2ncnc(N3CCN(C(=O)c4ccco4)CC3)c2c1C	4	-1	-2	99	-1	-0.5	-1	-3	-3	-1.2
O=C(O)CC(c1ccccc1)c1ccccc1	-6	-4	0	102	-7	·	3	-2	0	0.5
CCSc1nc2sc3c(c2c2[n+]1CC(CBr)O2)CCCC3 (stereo not given)	-16	·	0	105	·	·	·	·	1	·
CC(C)(C)c1ccc(S(=O)(=O)NNC(=O)C2CCN(Cc3cccc(F)c3)CC2)cc1	-14	-9	0	100	5	0.2	7	3	0	0.3
O=C(NNc1ccccc1[N+](=O)[O-])Nc1cccc(Cl)c1	40	-4	-2	88	-4	-0.4	-1	-2	10	1.4
Cc1ccccc1NS(=O)(=O)c1ccc2c(c1)NC(=O)CCS2	-20	-3	2	·	0	-1.9	-1	1	3	-0.4
COc1cccc(C2/C(=C(\O)c3ccc4c(c3)OCCO4)C(=O)C(=O)N2CCN(C)C)c1 (stereo not given)	-9	-12	-3	100	-8	-0.9	0	-1	2	-0.9

# Additional records follow.
Molecule	Arrestin-AP2 inh	Cardiac RTF inh	V-ATPase pH	Pemphigus Ab inh	Keap1 Nrf2 FP	CAL PDZ FP-1	CAL PDZ FP-2	DAGLB inhibitor	NSD2 HMT inh	LANA DNA inh
C=CCNC(=O)c1cc(=O)c2ccccc2o1	-1	-2	-1	103	-1	-2.0	1	0	-3	2.9
Cc1cccn2c(=O)c3cc(C(=O)NC4CCCC4)c(=N)n(CCCN4CCOCC4)c3nc12	-5	-10	-57	105	-6	-3.8	-5	0	4	-4.0
Cc1ccc2[nH]c3c(c2c1)CCN1C(=O)OC(C)(C)C31C (stereo not given)	25	-4	-3	101	1	-0.9	-3	0	-2	1.6
Cc1cccc(NCN2C(=O)c3ccccc3C2=O)c1	-2	-9	-2	96	1	-0.9	9	2	2	-0.4
CCCCC(NC(=O)c1cccc(Br)c1)C(=O)O (stereo not given)	10	-11	0	100	3	-0.6	-3	-1	-2	-1.3
COc1ccccc1NC(=O)c1c(NC(=O)c2ccco2)sc2c1CCC2	-43	-6	3	98	0	-2.6	-4	-3	-2	-0.4
O=C(Nc1ccccc1Oc1ccccc1)C1CC1	-4	-10	1	106	0	·	-1	-5	9	0.3
COc1cccc(C2=NOC(C(=O)NCCCn3ccnc3)C2)c1 (stereo not given)	0	-9	1	105	4	0.6	1	-1	-4	0.1
CN1CCN(CC(O)COc2ccc(S(=O)(=O)N3CCOCC3)cc2)CC1 (stereo not given)	31	10	-1	90	1	-1.8	-2	1	-7	2.0
CNC(=O)COc1ccc(Nc2nnc(C)c3ccccc23)cc1	-19	·	-6	115	·	·	·	·	0	·
